Screening results deposited in PubChem by The Scripps Research Institute Molecular Screening Center.
GPR151 activ – activators of human GPR151 | Q8TDV0 | activation, % at 11.2 µM | PathHunter beta-arrestin GPR151 cells, luminescence | AID 1508602 | actives 1% (n = 650,000); in the data active = activation above about 4.9%;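 also: 0% = median of compound wells and 100% = cells with positive control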
Target sequence (Q8TDV0 whole entry, looked up): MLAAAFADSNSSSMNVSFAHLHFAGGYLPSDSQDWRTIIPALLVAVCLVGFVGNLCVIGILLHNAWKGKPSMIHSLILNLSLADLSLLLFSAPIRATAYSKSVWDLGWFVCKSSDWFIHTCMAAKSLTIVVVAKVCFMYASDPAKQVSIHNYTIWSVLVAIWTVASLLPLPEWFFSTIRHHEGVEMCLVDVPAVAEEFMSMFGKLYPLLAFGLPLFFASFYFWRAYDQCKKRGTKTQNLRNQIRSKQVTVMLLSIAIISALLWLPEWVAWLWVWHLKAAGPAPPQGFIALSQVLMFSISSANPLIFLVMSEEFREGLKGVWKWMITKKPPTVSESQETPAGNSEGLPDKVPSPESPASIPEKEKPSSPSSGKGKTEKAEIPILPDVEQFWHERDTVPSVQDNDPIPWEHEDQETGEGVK
TEAD-YAP inh – TEAD-YAP interaction inhibition. inhibition, % at 9.12 µM. actives 1.4% (n = 640,000). HEK-TIYL cells, TEAD-Gal4/YAP UAS-luciferase luminescence; in the data active = inhibition above about 32%;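 also: 0% = median of test compound wells and 100% = reference inhibitor wells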
FBW7 act – activators of human E3 ligase FBW7; Q969H0; AlphaScreen FBW7–phospho-cyclin E peptide binding, activator screen; normalized activity (activation), % at 26.1 µM; actives 0.13% (n = 650,000); AID 1259310; in the data active = normalized activity above about 1.9%;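 also: purified mutant Fbw7 with reduced substrate affinity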
MITF inh – inhibitors of human MITF. AID 1259374. actives 0.91% (n = 650,000). inhibition, % at 2.6 µM. AlphaScreen MITF homodimerization, bead proximity signal; in the data active = inhibition above about 50%;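 also: 0% = vehicle wells with protein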
Target sequence (O75030 whole entry, looked up): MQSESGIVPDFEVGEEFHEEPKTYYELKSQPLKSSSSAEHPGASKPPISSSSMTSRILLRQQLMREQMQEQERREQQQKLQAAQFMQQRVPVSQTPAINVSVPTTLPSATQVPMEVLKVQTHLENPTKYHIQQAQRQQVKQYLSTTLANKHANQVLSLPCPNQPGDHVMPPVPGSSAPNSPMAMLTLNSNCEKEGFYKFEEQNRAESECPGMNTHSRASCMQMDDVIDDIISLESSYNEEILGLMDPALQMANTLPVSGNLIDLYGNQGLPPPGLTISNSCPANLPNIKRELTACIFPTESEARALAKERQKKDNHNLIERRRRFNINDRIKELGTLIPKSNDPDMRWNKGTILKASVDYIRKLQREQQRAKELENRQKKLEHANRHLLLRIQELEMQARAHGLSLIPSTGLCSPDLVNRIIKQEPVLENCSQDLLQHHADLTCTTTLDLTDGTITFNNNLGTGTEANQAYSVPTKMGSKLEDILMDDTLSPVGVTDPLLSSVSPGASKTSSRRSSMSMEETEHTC
An asterisk follows results filed as active.

`CCOCCn1c(=NC(=O)c2ccc([N+](=O)[O-])s2)sc2cc(OC)c(OC)cc21` gave GPR151 activ 1.1, TEAD-YAP inh 6, FBW7 act 0.3 and MITF inh 11.
`N#CC1=C(N)Oc2n[nH]c(-c3cccs3)c2C1c1ccc2c(c1)OCO2` (stereo not drawn) gave GPR151 activ 0.0, TEAD-YAP inh -11, FBW7 act 0.2 and MITF inh -3.
`Cn1c(NCCO)nc2c(c1=O)C1(CCCCC1)Cc1ccccc1-2` gave GPR151 activ -0.9, TEAD-YAP inh 0, FBW7 act 0.1 and MITF inh 10.
For O=C(Nc1ccc(OCc2ccccc2)cc1)c1cccs1 the results were GPR151 activ -3.2, TEAD-YAP inh -65, FBW7 act -0.1 and MITF inh 0.
O=C1NC(=O)N(Cc2ccco2)C(=O)/C1=C\C=C\c1ccccc1 was read as GPR151 activ 0.0, TEAD-YAP inh 6, FBW7 act 0.0 and MITF inh 54*.
Screening O=C(CNC(=S)N(Cc1cccs1)C1CCCCC1)NCc1ccc2c(c1)OCO2 returned GPR151 activ 1.4, TEAD-YAP inh -4, FBW7 act 0.0 and MITF inh -4.
Screening COc1ccccc1N(CC(=O)NC(C(C)C)C(C)C)S(C)(=O)=O returned GPR151 activ -0.1, TEAD-YAP inh -3, FBW7 act -0.1 and MITF inh -8.
Screening Clc1ccc(Cn2ncc3c(N4CCCCC4)ncnc32)cc1 returned GPR151 activ 1.5, TEAD-YAP inh -3, FBW7 act 0.2 and MITF inh 17.
`COc1ccc(/C=C/C(=O)NCC(=O)N/N=C/c2ccc(OC)cc2)cc1` gave GPR151 activ -0.9, TEAD-YAP inh 13, FBW7 act 0.2 and MITF inh 19.
Screening O=S(=O)(Nc1cccc(-c2cn3ccsc3n2)c1)c1ccc2c(c1)OCCO2 returned GPR151 activ 0.7, TEAD-YAP inh 4, FBW7 act 0.9 and MITF inh 18.
Cc1ccc(S(=O)(=O)N(C(=O)c2ccccc2)c2ccc(OC(=O)c3ccccc3)c(Br)c2)cc1 was read as GPR151 activ 0.1, TEAD-YAP inh 0, FBW7 act 0.0 and MITF inh 5.
Screening Nc1nc(CSc2nnnn2Cc2ccccc2)nc(N2CCOCC2)n1 returned GPR151 activ 7.6*, TEAD-YAP inh -11, FBW7 act 0.0 and MITF inh -2.
For CC(C)Nc1nc(NC(N)=S)nc(NC(C)C)n1 the results were GPR151 activ -1.2, TEAD-YAP inh -19, FBW7 act -0.1 and MITF inh -3.
`COc1cc(OC)c(OC)cc1/C=N/Nc1ccc(S(N)(=O)=O)cc1[N+](=O)[O-]` gave GPR151 activ 0.3, TEAD-YAP inh -24, FBW7 act 0.0 and MITF inh 17.
Screening CC(=O)Nc1cccc(C(=O)c2ccc(C)c(C)c2)c1 returned GPR151 activ 0.8, TEAD-YAP inh 1, FBW7 act -0.2 and MITF inh 1.

10 successive entries already listed:
`Cn1c(NCCO)nc2c(c1=O)C1(CCCCC1)Cc1ccccc1-2` gave GPR151 activ -0.9, TEAD-YAP inh 0, FBW7 act 0.1 and MITF inh 10.
For O=C(Nc1ccc(OCc2ccccc2)cc1)c1cccs1 the results were GPR151 activ -3.2, TEAD-YAP inh -65, FBW7 act -0.1 and MITF inh 0.
O=C1NC(=O)N(Cc2ccco2)C(=O)/C1=C\C=C\c1ccccc1 was read as GPR151 activ 0.0, TEAD-YAP inh 6, FBW7 act 0.0 and MITF inh 54*.
Screening O=C(CNC(=S)N(Cc1cccs1)C1CCCCC1)NCc1ccc2c(c1)OCO2 returned GPR151 activ 1.4, TEAD-YAP inh -4, FBW7 act 0.0 and MITF inh -4.
Screening COc1ccccc1N(CC(=O)NC(C(C)C)C(C)C)S(C)(=O)=O returned GPR151 activ -0.1, TEAD-YAP inh -3, FBW7 act -0.1 and MITF inh -8.
Screening Clc1ccc(Cn2ncc3c(N4CCCCC4)ncnc32)cc1 returned GPR151 activ 1.5, TEAD-YAP inh -3, FBW7 act 0.2 and MITF inh 17.
`COc1ccc(/C=C/C(=O)NCC(=O)N/N=C/c2ccc(OC)cc2)cc1` gave GPR151 activ -0.9, TEAD-YAP inh 13, FBW7 act 0.2 and MITF inh 19.
Screening O=S(=O)(Nc1cccc(-c2cn3ccsc3n2)c1)c1ccc2c(c1)OCCO2 returned GPR151 activ 0.7, TEAD-YAP inh 4, FBW7 act 0.9 and MITF inh 18.
Cc1ccc(S(=O)(=O)N(C(=O)c2ccccc2)c2ccc(OC(=O)c3ccccc3)c(Br)c2)cc1 was read as GPR151 activ 0.1, TEAD-YAP inh 0, FBW7 act 0.0 and MITF inh 5.
Screening Nc1nc(CSc2nnnn2Cc2ccccc2)nc(N2CCOCC2)n1 returned GPR151 activ 7.6*, TEAD-YAP inh -11, FBW7 act 0.0 and MITF inh -2.

Next structures follow.
For CC(C)N(C(=O)CN(C#N)c1nc(N(C)C)nc(N(C)C)n1)c1ccccc1 the results were GPR151 activ -0.2, TEAD-YAP inh 3, FBW7 act -0.1 and MITF inh -1.
For O=C(NNC(=O)c1cc2ccccc2oc1=O)c1cc2c(s1)CCCC2 the results were GPR151 activ 1.2, TEAD-YAP inh -4, FBW7 act -0.1 and MITF inh -5.
Screening COC(=O)c1ccccc1NC(=O)COC(=O)c1nc2nccc(C)n2n1 returned GPR151 activ 0.3, TEAD-YAP inh -3, FBW7 act 0.6 and MITF inh 7.
For CC(=O)N1CCN(C(=O)CCc2nnc(Cc3ccc(-c4ccccc4)cc3)o2)CC1 the results were GPR151 activ -0.2, TEAD-YAP inh 2, FBW7 act -0.1 and MITF inh -1.
`CCOC(=O)c1c(NC(=O)COc2ccc(C(C)(C)CC(C)(C)C)cc2)sc2c1CCC(C)C2` (stereo not drawn) gave GPR151 activ -0.9, TEAD-YAP inh -5, FBW7 act -0.1 and MITF inh 4.
For CC(C)c1ccc(-c2nc(N3CCCCCC3)nc3n[nH]c(N)c23)cc1 the results were GPR151 activ 2.2, TEAD-YAP inh -7, FBW7 act -0.1 and MITF inh -1.
`O=C1CN=C(Nc2cccc(C(F)(F)F)c2)N1Cc1cccs1` gave GPR151 activ 0.7, TEAD-YAP inh 10, FBW7 act -0.3 and MITF inh 11.
Cc1nnc(SCC(=O)NCc2ccco2)n1-c1ccccc1 was read as GPR151 activ -1.9, TEAD-YAP inh -8, FBW7 act 0.4 and MITF inh 15.
`CC(C)c1cc(NCCN2CCOCC2)n2c(nc3ccccc32)c1C#N` gave GPR151 activ -0.6, TEAD-YAP inh 7, FBW7 act 0.1 and MITF inh -1.
Screening Cc1cc(C)c2c3n(nc2n1)C(=O)NC(C(F)(F)F)(C(F)(F)F)N3 returned GPR151 activ 3.6, TEAD-YAP inh -6, FBW7 act 0.1 and MITF inh -2.
`CCCN1CNC(=S)N(c2ccccc2)C1` gave GPR151 activ -1.1, TEAD-YAP inh -3, FBW7 act -0.2 and MITF inh 2.
Screening Cc1ccc(-n2ncc3c(N4CCc5ccccc54)ncnc32)c(C)c1 returned GPR151 activ -1.1, TEAD-YAP inh -5, FBW7 act -0.2 and MITF inh 0.
O=C(NC(Nc1ccc(Cl)cn1)C(Cl)(Cl)Cl)OCC1CCCO1 (stereo not drawn) was read as GPR151 activ 0.5, TEAD-YAP inh 20, FBW7 act 0.1 and MITF inh 5.
C=CCn1c(-c2ccccc2)csc1=Nc1c(C)n(C)n(-c2ccccc2)c1=O was read as GPR151 activ -1.0, TEAD-YAP inh 10, FBW7 act 0.0 and MITF inh 16.
Screening CN(C)c1ccc(/C=C(\C#N)c2nc3ccccc3n2C)cc1 returned GPR151 activ -3.1, TEAD-YAP inh -4, FBW7 act 0.0 and MITF inh 6.
`CCCC(C)NC(=O)c1ccc([N+](=O)[O-])c(C)c1` (stereo not drawn) gave GPR151 activ -2.0, TEAD-YAP inh -16, FBW7 act 0.2 and MITF inh 11.
For Cc1cc(C(=O)Nc2ccc([N+](=O)[O-])cc2)no1 the results were GPR151 activ 0.3, TEAD-YAP inh -43, FBW7 act 0.0 and MITF inh -8.
For CC(NC(=O)C(=O)NCc1ccc(F)cc1)C(c1cccs1)N1CCOCC1 (stereo not drawn) the results were GPR151 activ -0.3, TEAD-YAP inh -1, FBW7 act 0.1 and MITF inh 3.
`COc1ccc(CN2CCN(Cc3cccnc3)CC2)cc1` gave GPR151 activ 2.0, TEAD-YAP inh -14, FBW7 act -0.3 and MITF inh 74*.
Screening COc1ccc(-c2oc3ncn4nc(-c5cccc6ccccc56)nc4c3c2-c2ccc(OC)cc2)cc1 returned GPR151 activ 5.3*, TEAD-YAP inh 4, FBW7 act 0.2 and MITF inh -1.
For CCOc1ccccc1CN1CCC2(CCC(CNC(=O)c3cc(C)nn3C)O2)CC1 (stereo not drawn) the results were GPR151 activ -0.1, TEAD-YAP inh 3, FBW7 act 0.8 and MITF inh 22.
O=C(NCCN1CCOCC1)c1ccnc(NC2CCN(Cc3ccccc3)CC2)c1 was read as GPR151 activ -0.3, TEAD-YAP inh 4, FBW7 act -0.1 and MITF inh 15.
`CCN(c1ccc(F)cc1)S(=O)(=O)c1ccc2[nH]cc(C(=O)NCC3CCCO3)c(=O)c2c1` (stereo not drawn) gave GPR151 activ -0.6, TEAD-YAP inh -1, FBW7 act 0.4 and MITF inh 5.
For CCOc1cc(C(=O)NCCc2nc3ccccc3[nH]2)cc(OCC)c1OCC the results were GPR151 activ 1.3, TEAD-YAP inh 12, FBW7 act -0.1 and MITF inh -12.
`COc1ccc(-n2cnc3cc(C(=O)NCc4ccccc4OC)ccc32)cc1` gave GPR151 activ 0.9, TEAD-YAP inh 4, FBW7 act 0.0 and MITF inh -2.
For COc1cc(/C=N/N2C(=O)C3C4C=CC(CC4)C3C2=O)cc(Br)c1OC (stereo not drawn) the results were GPR151 activ 3.8, TEAD-YAP inh -1, FBW7 act 0.0 and MITF inh -4.
`Cc1cc(-c2cnc(N3CCN(C)CC3)nc2C2CCN(C(=O)C3CCCO3)CC2)on1` (stereo not drawn) gave GPR151 activ 0.7, TEAD-YAP inh 10, FBW7 act 0.0 and MITF inh -6.
COCCOC(=O)c1c(C)oc2c1cc(NS(=O)(=O)c1c(C)cc(C)cc1C)c1ccccc12 was read as GPR151 activ -1.1, TEAD-YAP inh 9, FBW7 act 0.1 and MITF inh 2.
For NC(=O)C1CCN(c2ccc(Nc3ccc(N4CCOCC4)cc3)nn2)CC1 the results were GPR151 activ -0.1, TEAD-YAP inh 6, FBW7 act -0.1 and MITF inh -1.
For O=C(C1Sc2nnc(-c3ccccc3)n2NC1c1ccccc1)N1CCCC1 (stereo not drawn) the results were GPR151 activ -0.4, TEAD-YAP inh -10, FBW7 act 0.0 and MITF inh 7.
Cc1onc(-c2ccccc2)c1C(=O)Nc1sc2c(c1C(N)=O)CCCC2 was read as GPR151 activ -1.9, TEAD-YAP inh 11, FBW7 act 0.2 and MITF inh 21.
Screening CC(C)c1ccc(OCC(=O)OCCN2C(=O)c3ccccc3C2=O)cc1 returned GPR151 activ -0.3, TEAD-YAP inh 3, FBW7 act 0.1 and MITF inh 4.
For O=C(NCc1cccnc1)C1CCN(c2ccc(Nc3ccc(-n4ccnc4)cc3)nn2)CC1 the results were GPR151 activ -0.9, TEAD-YAP inh 8, FBW7 act -0.1 and MITF inh 12.
Screening NC(=O)COC(=O)c1ccc2c(c1)OCCO2 returned GPR151 activ 0.9, TEAD-YAP inh -9, FBW7 act 0.1 and MITF inh -1.
O=C(Nc1ccc(N2CCOCC2)cc1)c1cccc(Cl)c1 was read as GPR151 activ -4.5, TEAD-YAP inh -49, FBW7 act -0.1 and MITF inh 5.
COc1ccc(N2CCN(C(=O)c3ccc(C#CC(C)(C)O)cc3)CC2)cc1 was read as GPR151 activ 0.8, TEAD-YAP inh -2, FBW7 act -0.1 and MITF inh -4.
Screening O=C(CNC1CCCCCC1)Nc1ccccc1N1CCOCC1 returned GPR151 activ 0.5, TEAD-YAP inh 4, FBW7 act 0.0 and MITF inh 27.
`CCN(CC)CCNc1nc2c(c(=O)n(C)c(=O)n2C)n1C(C)C` gave GPR151 activ -0.2, TEAD-YAP inh 2, FBW7 act -0.2 and MITF inh -16.
Screening CN(C)c1ccccc1-c1cncc(-c2cccc(C(=O)NCCO)c2)n1 returned GPR151 activ 2.4, TEAD-YAP inh 8, FBW7 act 0.8 and MITF inh 9.
Screening CCOc1cc2c(cc1OCC)C(c1ccc(F)cc1F)NCC2 (stereo not drawn) returned GPR151 activ 1.1, TEAD-YAP inh -11, FBW7 act -0.1 and MITF inh -14.
Screening COC(=O)C(CC(C)C)NC(=O)c1cc([N+](=O)[O-])ccc1Cl (stereo not drawn) returned GPR151 activ -0.1, TEAD-YAP inh 0, FBW7 act 0.0 and MITF inh 5.
Screening O=C(O)c1cc(/C=N\O)ccc1OCc1ccccc1 returned GPR151 activ -0.3, TEAD-YAP inh 0, FBW7 act 0.0 and MITF inh 16.
Cc1c(C(=O)O)sc2c1C(=O)NS2(=O)=O was read as GPR151 activ 0.3, TEAD-YAP inh 3, FBW7 act 0.4 and MITF inh 5.
CC(C)CC(=O)N1c2ccccc2NC2=C(C(=O)CC(C)(C)C2)C1c1c[nH]c2ccccc12 (stereo not drawn) was read as GPR151 activ 0.1, TEAD-YAP inh -4, FBW7 act 0.0 and MITF inh 1.
Screening CC(Oc1ccc(Cl)cc1Cl)C(=O)Nc1sc2c(c1C#N)CCC2 (stereo not drawn) returned GPR151 activ 0.0, TEAD-YAP inh 2, FBW7 act 0.0 and MITF inh -4.
`COC(=O)CN1C(=S)N(C)C(=O)/C1=C/c1ccc2c(c1)OCO2` gave GPR151 activ 0.0, TEAD-YAP inh -2, FBW7 act -0.2 and MITF inh 2.
O=C(Nc1cccc(Br)c1)C1c2ccccc2Oc2ccccc21 was read as GPR151 activ -0.3, TEAD-YAP inh 10, FBW7 act 0.1 and MITF inh 6.
